Bioassay records (PubChem BioAssay)
USP1-UAF1 inh: Inhibitors of USP1/UAF1: Primary Screen | Ubiquitin carboxyl-terminal hydrolase 1 (Homo sapiens), O94782 | recombinant USP1/UAF1, Ub-Rhodamine cleavage fluorescence | Potency, µM (top dose mostly 57.1 µM), without a hit: at the top dose activity change, negative = inhibition, hits mostly inhibitors | 0.23% of 390,000 active | AID 743255, 2014; also: potency is read from the fitted curve at half-maximal effect; % is scaled to controls: 0 for no effect and ±100 for the full control effect; nearly all actives have a fitted effect of over 60% in size; inactives centre near -12
Target sequence (O94782 whole entry, looked up): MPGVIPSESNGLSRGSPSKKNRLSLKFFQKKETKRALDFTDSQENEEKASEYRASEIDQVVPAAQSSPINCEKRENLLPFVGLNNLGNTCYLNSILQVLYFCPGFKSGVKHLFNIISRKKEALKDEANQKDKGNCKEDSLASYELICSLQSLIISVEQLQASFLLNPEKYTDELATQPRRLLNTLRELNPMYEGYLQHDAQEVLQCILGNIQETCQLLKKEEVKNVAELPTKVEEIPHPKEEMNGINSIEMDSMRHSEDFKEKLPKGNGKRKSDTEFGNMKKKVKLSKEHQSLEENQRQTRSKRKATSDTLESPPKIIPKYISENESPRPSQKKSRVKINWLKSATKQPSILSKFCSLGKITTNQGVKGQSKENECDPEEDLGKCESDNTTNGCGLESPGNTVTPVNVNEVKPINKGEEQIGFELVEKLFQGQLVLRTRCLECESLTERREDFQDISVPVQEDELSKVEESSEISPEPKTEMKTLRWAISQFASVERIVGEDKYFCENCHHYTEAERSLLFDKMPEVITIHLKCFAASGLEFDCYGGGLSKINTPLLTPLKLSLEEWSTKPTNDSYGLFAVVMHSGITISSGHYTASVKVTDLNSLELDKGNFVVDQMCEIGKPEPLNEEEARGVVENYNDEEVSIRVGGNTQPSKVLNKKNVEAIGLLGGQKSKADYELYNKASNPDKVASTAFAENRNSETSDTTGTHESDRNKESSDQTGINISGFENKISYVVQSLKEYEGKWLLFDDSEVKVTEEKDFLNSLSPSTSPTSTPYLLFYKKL
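1 nM enzyme complex + cpd, 15 min RT; start with Ub-Rho 150nM final; kinetic fluorescence ex 480/em 540, 6 reads q60 s. Buffer 50mM HEPES pH 7.8, 0.5mM EDTA, 0.1 mg/ml BSA, 1mM TCEP, 0.01% Tween-20.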
IDH1 R132H inh: qHTS for Inhibitors of mutant isocitrate dehydrogenase 1 (IDH1): qHTS; IDH1-R132H enzyme, NADPH consumption, diaphorase/resazurin fluorescence; Potency, µM (top dose mostly 76.6 µM), for the others: at the highest dose activity change, negative = inhibition, hits mostly inhibitors; 0.093% of 390,000 active; AID 602179, 2012; also: potency is read from the fitted curve at half-maximal effect; % is scaled to controls: 0 for no effect and ±100 for the full control effect; nearly all actives have a fitted effect of over 65% in size
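IDH1-R132H (0.5 ug/mL dispensed) in pH 7.5 Tris buffer was preincubated 30 min with compound, then given a substrate mix of 0.016 mM NADPH and 2 mM alpha-KG for 80 min at room temperature; remaining NADPH was read by diaphorase/resazurin fluorescence.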
Glioma ERSR ind: qHTS for Inducers of the Endoplasmic Reticulum Stress Response (ERSR) in Human Glioma: qHTS; AID 602332, 2012; 0.02% of 420,000 active; U87-MG GRP78 promoter luciferase reporter, 16 h; Potency, µM, without a hit: top-dose activation, hits mostly activators; also: potency is read from the fitted curve at half-maximal effect; series mostly up to about 76 µM; % of control where 0% means no effect; nearly all actives have a fitted effect of over 35% in size
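Stably transfected U87-MG glioma cells carrying a GRP78-based luciferase sensor; 16 h compound incubation. Luminescence end-point read 10 min after Bright-Glo addition at room temperature.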
TrxR1 substrate: qHTS Assay for Substrates of Mammalian Selenoprotein Thioredoxin Reductase 1 (TrxR1): qHTS; purified TrxR1 substrate turnover, NADPH consumption readout; Potency, µM (doses to about 114 µM), inactives show at the top dose activity change, negative = substrate turnover; 0.01% of 390,000 active; also: potency is read from the fitted curve at half-maximal effect; % is scaled to controls: 0 for no effect and ±100 for the full control effect; nearly all actives have a fitted effect of over 50% in size
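Rat TrxR1, dispensed at 90 nM, was prereduced with 400 uM NADPH (final) for 5 min at ~22 deg C, then incubated with compound 15 min before 400 uM selenite. A first-read NADPH fluorescence drop versus no-compound background flagged substrates.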
Vif-APOBEC3G blk: qHTS for Inhibitors of Vif-A3G Interactions: qHTS | Potency, µM (top dose mostly 46.1 µM), for inactives: top-dose activity, negative = active, most hits filed as inhibitors | 0.076% of 410,000 active | HeLa A3G-eYFP + Vif (tagged APOBEC3G with the HIV-1 protein that degrades it), YFP fluorescence, overnight | DNA dC->dU-editing enzyme APOBEC-3G (Homo sapiens), Q9HC16;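 also: potency is read from the fitted curve at half-maximal effect; % is scaled to controls: 0 for no effect and ±100 for the full control effect; nearly all actives have a fitted effect of over 60% in size; hits raise eYFP signal because A3G escapes Vif-driven loss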
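Read-out is eYFP fluorescence (Ex 488/Em 500-530) from Vif-expressing HeLa A3G-eYFP cells; more signal means A3G escaped Vif-mediated degradation. Cells plated overnight, compound pinned in, incubated overnight at 37 deg C.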
RGS4 inhibitor: Inhibitors of Regulator of G Protein Signaling (RGS) 4: qHTS; Potency, µM (titrated, usually from 114 µM), for inactives: at the top dose activity change, negative = inhibition, usual class: inhibitors; 0.039% of 390,000 active; Regulator of G-protein signaling 4 (Homo sapiens), P49798; Transcreener GDP fluorescence polarization, RGS4-accelerated GTP hydrolysis; also: potency is read from the fitted curve at half-maximal effect; % is scaled to controls: 0 for no effect and ±100 for the full control effect; nearly all actives have a fitted effect of over 75% in size; some results filed as inactive show a strong effect at the top dose
Target sequence (P49798 whole entry, looked up): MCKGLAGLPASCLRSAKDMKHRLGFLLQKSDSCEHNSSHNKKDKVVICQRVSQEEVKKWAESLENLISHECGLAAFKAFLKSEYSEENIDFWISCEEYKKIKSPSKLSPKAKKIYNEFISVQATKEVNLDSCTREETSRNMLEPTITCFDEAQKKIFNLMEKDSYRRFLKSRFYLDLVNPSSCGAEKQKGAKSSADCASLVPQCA
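MLSMR compounds (23 nl, pin-transferred) preincubated 10 min at room temperature with a 500nM (2x) first reagent, then RGS4 at 900nM (2x) plus Transcreener GDP mix added; fluorescence polarization (620/688 nm) read before and after 90 min at 30 °C.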
Vif-A3F inh: qHTS for Inhibitors of Vif-A3F Interactions: qHTS. HeLa A3F-eYFP + Vif (tagged APOBEC3F with the HIV-1 protein that degrades it), YFP fluorescence increase. Potency, µM (series often up to 46.1 µM), without a hit: at the top dose activity, negative = active. 0.2% of 390,000 active. AID 602313, 2012; also: potency is read from the fitted curve at half-maximal effect; % of control where 0% means no effect; nearly all actives have a fitted effect of over 65% in size
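HeLa cells stably expressing A3F-eYFP plus Vif, plated and incubated overnight at 37 deg C, then exposed to compounds overnight at 37 deg C. Blocked degradation read as raised yellow fluorescence (Ex 488/Em 500-530).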
LDHA block: qHTS assay for inhibitors of human lactate dehydrogenase. 0.15% of 480,000 active. purified LDHA, NADH/diaphorase-resazurin fluorescence; active compounds read low. activity change, % (values are at about 110 or 230 µM); in the data active = activity change below about -30%; inconclusive = mostly about -25% to -30%;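 also: plate controls were DMSO wells for no effect and wells without enzyme for full effect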
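Human LDH5 at 2 nM final in Tris HCl pH 7.4 with 0.06 mM NADH and 0.2 mM pyruvate, reacted 5 minutes at room temperature. Remaining NADH coupled via diaphorase/resazurin; resorufin fluorescence read at 0 and 20 minutes, normalized to enzyme-free and DMSO wells.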
rTrxR1 inhibitor: qHTS Assay for Inhibitors of Mammalian Selenoprotein Thioredoxin Reductase 1 (TrxR1): qHTS. Thioredoxin reductase 1, cytoplasmic (Rattus norvegicus), O89049. recombinant rTrxR1, NADPH fluorescence consumption, selenite substrate. Potency, µM (titrated, usually from 114 µM), inactives show at the top dose activity change, negative = inhibition, most hits filed as inhibitors. 1% of 390,000 active; also: potency is read from the fitted curve at half-maximal effect; % is scaled to controls: 0 for no effect and ±100 for the full control effect; nearly all actives have a fitted effect of over 65% in size
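Rat TrxR1 (90 nM in the dispensed reagent) was pre-reduced with 400 uM NADPH for 5 min at room temperature, then incubated with compound for 15 min. After 400 uM selenite was added, NADPH fluorescence (Ex 340/Em 450 nm) was followed for 8 min.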
The depositor's hits bear a star; ? = inconclusive; [ ] = dose if it differs, or a comment. Unless noted, calls follow the shape of the dose curve; as a rule, active = well fitted curve in the direction sought with a large enough effect; inconclusive = small, poorly fitted or top-dose-only effect, or another doubt; inactive = no such curve, though single readings can be large; an effect the other way counts as inactive or inconclusive. The list is partial; rates above refer to the full screens.

Results follow in this order: TrxR1 substrate	IDH1 R132H inh	Glioma ERSR ind	USP1-UAF1 inh	rTrxR1 inhibitor	RGS4 inhibitor	Vif-A3F inh	Vif-APOBEC3G blk	LDHA block
- Cc1ccc(NS(=O)(=O)N2CCOCC2)c(C)c1
    2%	0%	-4%	-18%	31%	-21%	-5%	2%	-1
- Cc1ccc(S(=O)(=O)N2CCC(C(=O)Nc3ccc(C(C)C)cc3)CC2)cc1
    -6%	-6%	-2%	-14%	23%	2%	4%	4%	-7
- C=CCOC(=O)COc1ccc2c(C)c(C)c(=O)oc2c1C
    40%[activator]	9%	2%	-23%	22%	-12%	4%	2%	-5
- Cn1ncc([N+](=O)[O-])c1C(=O)NCc1ccccc1
    4%	9%	-3%	-9%	25%	22%	1%	1%	-2
- COc1ccc(N(CC(=O)NCCC2=CCCCC2)S(=O)(=O)c2ccc(C)cc2)cc1OC
    0%[57.1 µM]	-2%	-2%	-14%	12%[57.1 µM]	-13%	18%	-3%	0
- Cc1ccc(C)c(S(=O)(=O)N2CCCC2CNC(=O)C(=O)NCCN2CCOCC2)c1 (stereo not given)
    0%	2%	-2%	-17%	-7%	2%	5%	-4%	-3
- CCOc1cc(/C=C2\SC(=N)N(c3nonc3N)C2=O)ccc1OCCN1CCOCC1
    0%[57.1 µM]	20%	-6%	-25%	6%[57.1 µM]	-20%	-9%	-4%	-1
- COc1ccc(-c2c(C#N)c(N)nc3c2CCCC3)cc1OC
    13%[57.1 µM]	1%	4%	-11%	-1%[57.1 µM]	2%	-13%	-4%	-8
- CCC(=O)c1ccc(O)c(OC)c1
    -6%	4%	-1%	7%	-9%	14%	4%	-2%	0
- O=C(NNS(=O)(=O)c1ccc(Br)cc1)c1cccs1
    7%[57.1 µM]	4%	-2%	-14%	8%[57.1 µM]	-28%	1%	0%	0
- CCOC(=O)Cc1csc(NC(=O)c2cc(C)on2)n1
    0%	-13%	7%	-23%	8%	14%	-4%	-1%	-9
- O=C(CC1Nc2ccccc2NC1=O)Nc1ccccc1 (stereo not given)
    0%	-2%	?	-16%	?	-4%	13µM*	?	-1
- Cc1ccc(C(=O)OC2=C(C(=O)c3ccccc3)N(C)S(=O)(=O)c3ccccc32)cc1
    -2%	5%	5%	-27%	14%	-2%	-1%	7%	-10
- CCN(CC(=O)NCc1ccc(Cl)cc1)C(=O)CSCC(=O)Nc1ccc(C)cc1
    -8%	17%	-2%	-5%	7%	23%	5%	-4%	-8
- Cc1nc(-n2cc(F)c(=O)[nH]c2=O)c2nc(C)oc2n1
    -6%	3%	9%	-23%	-2%	16%	0%	1%	2
- COCCNC(=O)/C(C#N)=C\c1ccc(CNS(=O)(=O)c2ccccc2)o1
    -1%[57.1 µM]	-8%	-8%	?	3%[57.1 µM]	-4%	1%	0%	-10
- CCn1c(=O)cc(OCC(=O)NCc2cccnc2)c2ccccc21
    -7%	-2%	-2%	-11%	-13%	-10%	6%	0%	-7
- Cc1n[nH]c(=S)n1-c1ccccc1
    1%	-11%	-3%	-9%	-9%	28%	0%	-8%	-4
- Cc1cc(-c2nn(C)c(=O)c3ccccc23)cc(C)c1O
    5%	-3%	-2%	-13%	19%	9%	-15%	2%	0
- CCSc1nc2c([nH]c3ccccc32)c(=O)n1C
    1%	-6%	-5%	-16%	11%	-7%	2%	-2%	-2

Continued (two carried over from the part before).
Results follow in this order: TrxR1 substrate	IDH1 R132H inh	Glioma ERSR ind	USP1-UAF1 inh	rTrxR1 inhibitor	RGS4 inhibitor	Vif-A3F inh	Vif-APOBEC3G blk	LDHA block
- Cc1cc(-c2nn(C)c(=O)c3ccccc23)cc(C)c1O
    5%	-3%	-2%	-13%	19%	9%	-15%	2%	0
- CCSc1nc2c([nH]c3ccccc32)c(=O)n1C
    1%	-6%	-5%	-16%	11%	-7%	2%	-2%	-2
- CCN(CC)S(=O)(=O)c1csc(C(=O)Nc2ccccn2)c1
    -7%	-2%	5%	-1%	-10%	16%	-4%	2%	-7
- CCOC(=O)c1ccc(NC(=O)CNC(=O)C2CCCCC2)cc1
    14%	6%	0%	-14%	31%	10%	-4%	4%	-6
- Cc1ccc(-c2nc3ccccn3c2Nc2ccc3c(c2)OCCO3)o1
    57%[activator]	-20%	-2%	-12%	-24%	?	-9%	1%	-6
- COc1ccc2[nH]c(=O)c(COC(=O)c3cccs3)cc2c1
    3%	6%	-4%	-6%	-2%	4%	-12%	-4%	1
- COc1ccc(N(CC(=O)NCc2ccccc2)C(=O)CCC(=O)Nc2cc(C)ccn2)c(OC)c1
    -4%	4%	-2%	-12%	6%	18%	19%	2%	-6
- COC(=O)Cc1c(C)c2ccc(OCC(=O)N3CCCC(C)C3)c(C)c2oc1=O (stereo not given)
    144%[activator]	12%	3%	-22%	0%	-6%	-13%	-6%	-1
- Cc1ccc(F)c(C2C3C=CCC(c4cccc(-c5ccc(N(C)C)cc5)c4)C3C(=O)N2Cc2ccccc2)c1 (stereo not given)
    9%	13%	-3%	?	0%	-6%	-3%	9%	0
- COc1ccc(CC(O)COS(N)(=O)=O)cc1 (stereo not given)
    -2%	-6%	-2%	9%	16%	-3%	5%	5%	-17
- CN(CC(=O)Nc1ccccc1Br)C(=O)CNC(=O)c1ccco1
    -13%	3%	-4%	-16%	-13%	-5%	3%	-1%	-3
- COc1ccc(-c2nsc3c(N4CCN(S(=O)(=O)c5ccccc5F)CC4)ncnc23)cc1
    17%	2%	4%	-13%	34%	25%	-6%	1%	0
- COc1ccc(CC(=O)Nc2ccc(-c3noc(-c4ccccc4OC)n3)cc2)cc1
    12%	12%	-9%	3%	12%[57.1 µM]	-1%	1%	1%	-4
- Cc1cc(N2CCCC2)ccc1NC(=O)COc1cccc(C(F)(F)F)c1
    1%	1%	-4%	-20%	13%	-13%	-4%	-8%	2
- Cc1cc(N2C(=O)C(O)=C(C(=O)c3ccco3)C2c2cccc(Cl)c2)no1 (stereo not given)
    -10%	11%	-4%	-6%	-6%	13%	-3%	-5%	-4
- CCOc1ccc(N(CC(=O)NCc2ccc(F)cc2)C(=O)c2snc(C(N)=O)c2N)cc1
    41%	-1%	-5%	-23%	7%[57.1 µM]	11%	-11%	-2%	-8
- CCCc1cc(=O)[nH]c(SCC(=O)Nc2sc(C(N)=O)c(C)c2C(=O)OCCOC)n1
    -3%	-3%	-1%	-2%	-6%	-3%	-16%	-7%	-2
- Cc1ccc(C)c(NC(=O)c2cnc3n(c2=O)CCS3)c1
    -13%	-19%	1%	2%	-10%	5%	-2%	0%	-1
- CC(=O)Nc1ccc(NC(=O)Nc2cccc(Cl)c2)cc1
    4%	19%	5%	-20%	29%	31%	-10%	0%	-9
- COc1ccc(C)cc1NC(=O)CCN1CCN(c2ccccc2F)CC1
    -6%	1%	-1%	-18%	-7%	20%	1%	1%	-1
- CCC(=O)c1ccc(OCC(=O)Nc2ccc3nc(C)sc3c2)cc1
    2%	4%	-4%	-21%	12%	-7%	-20%	-3%	-6
- COC(=O)c1ccc(CNC(=O)[C@@H]2CCCN2S(=O)(=O)c2ccccc2F)cc1
    -5%	-7%	0%	-1%	-6%	7%	11%	1%	-1
- CNC(=O)c1ccc(N(Cc2ccccc2)S(C)(=O)=O)cc1
    -1%	3%	-3%	-17%	4%	-5%	2%	-2%	-2
- O=C(CN1C(=O)NC2(CCc3ccccc32)C1=O)NCc1ccc(Cl)cc1 (stereo not given)
    8%	15%	-4%	-5%	19%	7%	-4%	1%	-4
- COC(=O)C1=C(C)Nc2[nH]c(=S)[nH]c(=O)c2C1c1ccc(O)cc1 (stereo not given)
    2%	-1%	4%	-21%	?	-32%	-5%	4%	-9
- COc1ccc(Cn2c(=O)[nH]c3cc(C(=O)N4CCN(c5cc(Cl)ccc5C)CC4)ccc3c2=O)cc1
    -1%	-2%	2%	-25%	10%	-2%	-8%	-5%	-18
